# RmlCD inh 1536 = M. tuberculosis RmlC/RmlD coupled enzyme inhibitors, primary screen, biochemical, compound mixtures, 384-well, from 1536-well plates | dTDP-4-dehydrorhamnose reductase (Mycobacterium tuberculosis (strain ATCC 25618 / H37Rv)) … | RmlC+RmlD coupled enzyme assay, percent inhibition; primary screen in compound mixtures | inhibition, % at 3.6 µM | actives 0.03% (n = 160,000) | AID 1533, 2009; in the data active means inhibition mostly above about 34%, no sharp cut-off; further: some results filed as inactive read as strong as hits
# Target sequence (P9WH09 whole entry, looked up): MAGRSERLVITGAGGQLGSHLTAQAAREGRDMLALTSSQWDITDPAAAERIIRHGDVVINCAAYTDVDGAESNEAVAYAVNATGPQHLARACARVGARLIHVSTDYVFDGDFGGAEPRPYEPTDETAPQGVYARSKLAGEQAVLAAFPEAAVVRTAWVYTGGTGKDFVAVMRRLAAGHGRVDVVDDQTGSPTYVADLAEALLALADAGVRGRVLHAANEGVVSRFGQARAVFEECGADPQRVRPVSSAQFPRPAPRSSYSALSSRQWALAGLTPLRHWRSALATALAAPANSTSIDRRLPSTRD
# Target sequence (P9WH11 whole entry, looked up): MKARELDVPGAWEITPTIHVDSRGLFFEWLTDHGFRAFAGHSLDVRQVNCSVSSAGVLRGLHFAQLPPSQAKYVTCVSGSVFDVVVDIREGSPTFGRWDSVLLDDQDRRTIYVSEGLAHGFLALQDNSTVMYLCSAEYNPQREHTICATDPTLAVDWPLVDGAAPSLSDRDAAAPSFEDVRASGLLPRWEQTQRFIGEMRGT
# M. tuberculosis GlmU = inhibition of mycobacterial GlmU enzyme – biochemical, glucosamine-1-phosphate acetyltransferase (AID 1376) | one-dose inhibition, %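 (tested at 30 µM in the primary screen)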; IC50 in µM for titrated hits | actives 0.25% (n = 220,000) | Bifunctional protein GlmU (Mycobacterium tuberculosis (strain ATCC 25618 / H37Rv)) | M. tuberculosis GlmU acetyltransferase enzyme assay; higher % means a stronger effect; in the data active means inhibition above about 13%;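 further: 0% = complete reaction with vehicle and 100% = reaction without substrate; strong numbers were not always called active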
# An asterisk follows results filed as active; x = not tested or not shown. Only part of the results is shown. The share of hits here may be higher or lower than overall.
SMILES,RmlCD inh 1536,M. tuberculosis GlmU
O=C(Nc1ccc(N2CCOCC2)cc1)C1CC(=O)N(c2ccccc2)C1 (stereo unspecified),-3,4.0%
CC(=O)C[C@H]1c2cc(F)ccc2S(=O)(=O)N1c1ccc(N(C)C)cc1,x,-3.6%
COc1ccc(CCNC(=O)CN2C(=O)c3cccc4cccc(c34)C2=O)cc1OC,-4,1.8%
CCOC(=O)CSc1nnc([C@@H](NC(=O)OC(C)(C)C)C(C)C)o1,x,-2.2%
COc1cc(/C=N/NC(=O)C2CCN(CC(O)COCc3ccccc3)CC2)ccc1O (stereo unspecified),-13,-6.0%
Cc1ccc2c(c1)c1c(n2CC(O)CNC2CCCCC2)CCCC1 (stereo unspecified),-3,-4.2%
COC(=O)[C@H](CC(C)C)NC(=O)N1CCCCC1,3,-3.4%
COc1cc2c(=O)n(Cc3ccccc3)c(=O)n(CC(=O)NCCc3ccccc3)c2cc1OC,9,4.0%
CCOC(=O)C1CCN(c2c(NCCCN(CC)c3ccccc3)c(=O)c2=O)CC1,-3,6.8%
Cc1ccc(C)c(N2CCN(C(=O)Cc3c(C(=O)O)[nH]c4ccc(Cl)cc34)CC2)c1,x,-1.3%
Cc1cc(C)nc(SCC(=O)Nc2ncc3c(n2)CCCC3=O)n1,x,0.8%
CCCCC1(CCCC)NC(=S)N(Nc2ccc(C)cc2)C1=O,x,-2.0%
FC(F)(F)c1ccc(Cl)c(NC(=S)NC2CC2)c1,x,8.9%
CC(=O)O[C@H]1CC[C@@]2(C)C(CCC3C2CC[C@]2(C)OC(=O)CCC32)C1 (stereo partly specified),x,-1.9%
C=CCOc1ccc(/C(CC)=N/O)c(OC)c1,8,-2.9%
COc1ccc(CNC(=O)C/C(C)=N/NC(=O)Cc2ccc(OC)c(OC)c2)cc1,x,1.4%
COCCNC(=O)/C(C#N)=C/c1cc(C)n(C2CCCCC2)c1C,3,-3.5%
Cc1ccc(OCC(O)CNC(=O)c2ccccc2C(=O)O)cc1 (stereo unspecified),2,-0.4%
O=C(NCc1ccco1)c1cc(-c2ccccc2)nc2ccccc12,-7,-4.2%
Cc1ccccc1NC(=O)c1cnn(-c2ccccc2)c1NC(=O)c1ccco1,x,-4.6%
O=C(N/N=C/c1cc(Br)cc(Br)c1O)c1ccncc1,-2,1.7%
COC(=O)c1cccc(NC(=O)c2nn(C)c(=O)c3ccccc23)c1,x,-3.2%
OC1CN=C2Sc3ccccc3N2C1 (stereo unspecified),34,-4.9%
CCc1ccc(NC(=O)c2cccnc2)cc1,8,0.8%
Cc1ccccc1-c1n[nH]c(=S)n1Cc1ccccc1,3,3.0%

# Whole records, looked up by structure:
# Cc1ccc2c(c1)c1c(n2CC(O)CNC2CCCCC2)CCCC1 (stereo unspecified) is entered as RmlCD inh 1536: -3; M. tuberculosis GlmU: -4.2%
# COC(=O)c1cccc(NC(=O)c2nn(C)c(=O)c3ccccc23)c1 is entered as RmlCD inh 1536: x; M. tuberculosis GlmU: -3.2%

# (next part)
SMILES,RmlCD inh 1536,M. tuberculosis GlmU
CC(=O)c1sc(-c2ccccn2)nc1C,x,2.4%
O=S(=O)(/N=C/N1CCOCC1)c1ccc(Cl)cc1,x,-1.5%
COc1ccc(C(=O)N/C(=C\c2cccc3ccccc23)C(=O)N2CCN(C)CC2)cc1OC,-14,0.4%
Cc1onc(-c2ccccc2Cl)c1C(=O)O/N=C(\N)c1ccc([N+](=O)[O-])o1,-10,8.4%
Cc1sc2ncnc(N3CCCC(C)C3)c2c1C (stereo unspecified),-5,-2.4%
COc1ccc(Br)cc1CN1CCN(C(=O)c2ccc(OC)c(OC)c2)CC1,6,7.5%
COc1ccc(/C=C2\Cc3ccccc3C2=O)cc1OC,x,0.9%
Clc1ccc2[nH]c3c(NCCCN4CCOCC4)ncnc3c2c1,10,6.2%
O=C(O)Cn1c(P(=O)(O)c2ccccc2)nc2ccccc21,-6,3.5%
COC(=O)C1=C(N)Oc2cc(C)n(Cc3ccncc3)c(=O)c2C1c1cccnc1 (stereo unspecified),x,1.8%
O=S(=O)(Cc1ccccc1)Nn1cnnc1,8,-5.4%
COC1=C/C(=C/c2c(O)c(C#N)c3ccccn23)C=CC1=O,11,9.9%
CC(/C=C/c1ccccc1)=N\NC(=O)CCc1ccccc1,-6,2.6%
Cc1ccc(C(=O)COC(=O)c2ccc3c(c2)C(=O)N(c2cccc4ncccc24)C3=O)cc1C,23,2.0%
CCOC(=O)CNc1ncc(C(F)(F)F)cc1Cl,-8,5.8%
COc1ccc(-c2noc(CSc3nc(N)c(-c4ccccc4)c(=O)[nH]3)n2)cc1OC,-8,0.2%
CC1(C)NC(=O)N(CC(O)CN2CCCCC2)C1=O (stereo unspecified),10,-0.1%
O=C(CSc1nc(-c2ccco2)cc(C(F)(F)F)n1)NCCCn1ccnc1,7,3.0%
O=C1[C@H]2[C@H](C=CC[C@H]2C(=O)N2CCN(c3ccccc3)CC2)CCN1Cc1ccc(Cl)c(Cl)c1,x,0.6%
CC[C@]12C=CCN3CCC4(c5cc(Br)c(OC)cc5N(C)C4[C@@](O)(C(=O)OC)[C@@H]1OC(C)=O)C32 (stereo partly specified),x,-5.4%
CN(C)C(=O)c1cc(-c2ccccc2)no1,-10,0.0%
COc1cccc(NC(=O)C(NC2CCCC2)c2ccccc2)c1 (stereo unspecified),-3,2.5%
O=C(Nc1nnc(-c2ccncc2)o1)c1ccccc1,9,-4.1%
CCC(=O)c1ccc(OCC(O)Cn2nc(C)c(C(C)=O)c2C)cc1 (stereo unspecified),20,-2.8%
Cc1noc(C(=O)Nc2ccc3c(c2)OCO3)c1Cl,4,1.3%

# Looked up by structure from above (4):
SMILES,RmlCD inh 1536,M. tuberculosis GlmU
CC1(C)NC(=O)N(CC(O)CN2CCCCC2)C1=O (stereo unspecified),10,-0.1%
COc1ccc(/C=C2\Cc3ccccc3C2=O)cc1OC,x,0.9%
CC(=O)c1sc(-c2ccccn2)nc1C,x,2.4%
O=S(=O)(Cc1ccccc1)Nn1cnnc1,8,-5.4%

# Later entries.
SMILES,RmlCD inh 1536,M. tuberculosis GlmU
CN(C)C(=S)Nc1ccc2c(c1)OCCO2,5,-1.0%
Cc1ccc(CONC(=O)c2ccccc2)cc1,x,-1.9%
COc1cccc(N2CCN(C(=S)NCc3ccco3)CC2)c1,x,3.0%
Cc1ccc(CNC(=O)CN(C)S(=O)(=O)c2cccs2)cc1,-10,-3.8%
CCN(CC)S(=O)(=O)c1cc(NC(=O)COC(=O)c2sc3ccccc3c2Cl)ccc1C,15,2.9%
Cc1cccc(OCC(=O)Nc2ccc(S(=O)(=O)Nc3cc(C)nc(C)n3)cc2)c1,40,2.3%
COc1ccc(C2N3CC4(C)CN2CC(C)(C3)C4=O)cc1OC (stereo unspecified),x,-2.5%
COc1cc(NC(=O)c2ccc3c(SCC(=O)O)c4c(nc3c2)CCCC4)cc(OC)c1OC,20,-1.0%
Cc1ccc(C(=O)OCc2c(C)noc2C)cc1NC(=O)c1ccco1,12,-3.6%
CCNc1nc(SCC(=O)OC)nc(N(C)C)n1,1,2.2%
CCOC(=O)C1CN(C)CCC1=O (stereo unspecified),x,6.2%
O=C(/C=C\c1cn(-c2ccccc2)nc1-c1ccc2c(c1)OCCO2)N1CCOCC1,7,6.3%
COc1ccc(S(=O)(=O)NCc2ccc(F)cc2)cc1OC,-11,0.5%
COc1ccc(CCC(=O)OCC(=O)c2cccc(OC)c2)cc1,-8,-0.5%
Cc1cccc(NC(=O)CN2C(=O)c3ccccc3C2=O)c1C,-11,3.5%
COc1ccc(C(=O)COC(=O)CN2C(=O)NC(C)(C)C2=O)cc1OC,4,0.4%
COC(=O)CSc1nc(NC(C)C)nc(N2CCOCC2)n1,x,0.1%
COc1ccc(N/C=C/C(=O)C(C)(C)C)cc1,x,-3.2%
CC(=O)c1ccc(NC(=O)c2ccc(NC(=O)CCS(=O)(=O)c3cccs3)cc2)cc1,25,-0.5%
Cc1ccc(S(=O)(=O)CCC(=O)OCC(=O)Nc2cc(C)on2)cc1,-5,7.0%
CCn1nccc1C(=O)Nc1cc(Cl)ccc1Cl,x,-0.8%
O=C(Cn1cnc2sc3c(c2c1=O)CCCC3)NCCCC(=O)N1CCC2(CC1)OCCO2,9,-3.2%
Cc1ccc(NC(=O)CCC(=O)N/N=C/c2cccs2)cc1,-10,-0.5%
Cc1cccc(N=Nc2cnc(N)s2)c1,9,5.0%
COc1ccc(OC)c2sc(NC(=O)c3ccc(Cl)s3)nc12,14,-6.2%

# Looked up above:
# `Cc1ccc(C(=O)OCc2c(C)noc2C)cc1NC(=O)c1ccco1` in M. tuberculosis GlmU is listed with -3.6%
# `CCn1nccc1C(=O)Nc1cc(Cl)ccc1Cl` in M. tuberculosis GlmU is listed with -0.8%

# Other records
SMILES,RmlCD inh 1536,M. tuberculosis GlmU
COc1ccccc1NC(=S)N(CCCN1CCOCC1)Cc1cccs1,5,3.1%
CC(C)(C)[C@H]1C=C(C(N)=O)O[C@@H](OCCCCO)C1,x,-0.2%
COc1ccc(CNC(=O)c2c(C)oc3c2C(=O)c2ccccc2C3=O)cc1,x,2.7%
CN(C(=O)CN(c1ccccc1)S(=O)(=O)c1ccc(F)cc1)C1CCS(=O)(=O)C1 (stereo unspecified),4,5.1%
O=C(NCCc1ccccc1)C(=O)Nc1ccc([N+](=O)[O-])cc1,2,0.7%
COCCNC(=O)CSCc1nc(-c2ccc(SC)cc2)oc1C,0,8.8%
C/C(N)=C(/C#N)C(=O)CSc1cc(Cl)ccc1Cl,19,2.5%
CCNc1c(C(=O)O)ccc2c1C(=O)c1ccccc1C2=O,12,-5.7%
COc1ccc(C(=O)O/N=C(\N)Cc2ccc(Cl)cc2)cc1OC,7,0.8%
COc1ccc(/C(C)=N/N=C(\C)c2ccc(OC)cc2OC)c(OC)c1,-5,-4.6%
CC(OC(=O)c1cccnc1Cl)C(=O)Nc1ccc2c(c1)OCCO2 (stereo unspecified),3,8.5%
O=C(O)c1ccccc1C(=O)NCCc1ccc(Cl)cc1,-11,-6.5%
Cc1ccc(C)c(N(C(=O)CS(=O)CC(=O)Nc2ccc3c(c2)OCO3)C(C)C(=O)NC2CCCC2)c1 (stereo unspecified),x,6.1%
O=P(O)(O)CCP(=O)(c1ccccc1)c1ccccc1,-2,-1.3%
O=C1c2ccccc2C(O)(Cc2ccccc2)N1Cc1ccco1 (stereo unspecified),-8,-4.3%
COc1ccc(C(=O)Nc2cc(=O)[nH]c3ncnn23)cc1,-4,4.9%
Cc1c(Cl)cccc1NC(=O)Nc1cc(C(C)(C)C)nn1C,x,-2.3%
Cc1ccc(NC(=O)CSc2nnc(Cc3ccccc3)o2)c(C)c1,-6,-3.7%
CC12CN3CC(C)(CN(C1)C3c1ccccc1F)C2 (stereo unspecified),-7,-0.5%
N#Cc1c(F)cccc1N1CCC(C#N)CC1,-13,x
CN(C)S(=O)(=O)c1ccc(N2CCCC2)c(C(=O)Nc2nc(-c3ccc(F)cc3)cs2)c1,-5,0.4%
Cc1ccc2ncnc(Nc3cccc(C(=O)O)c3)c2c1,1,2.8%
O=C(CSc1nnc(-c2cccs2)n1Cc1ccccc1)N1CCc2ccccc2C1,4,5.1%
Cc1ccc(Cl)cc1NC(=S)N(Cc1ccco1)C(C)c1cccs1 (stereo unspecified),14,-0.1%
Cc1cc(C(=O)Nc2nc(C)c(C(=O)N(C)C)s2)ccc1[N+](=O)[O-],-6,-6.8%
SMILES,RmlCD inh 1536,M. tuberculosis GlmU
Cn1c(=O)n(CC#N)c2ccccc21,-10,0.7%
C[C@@H]1C=C(C(=O)N2CCN(Cc3ccccc3)CC2)O[C@H](OCc2ccc(CO)cc2)C1,x,3.7%
Cc1csc(NC(=O)c2ccccc2O)n1,-1,3.6%
O=C(N/C(=C\c1cccc([N+](=O)[O-])c1)C(=O)N(CCO)CCO)c1ccco1,x,-2.9%
Cc1ccc(NC(=O)C2C3/C=C\CCCCC32)cc1C (stereo unspecified),x,-1.4%
CN1CCC(N(C)C(=S)Nc2ccc(F)cc2)CC1,-2,3.0%
O=C(NCCN1CCOCC1)Nc1ccc(Cl)cc1Cl,3,-0.4%
O=C(COc1ccc([N+](=O)[O-])cc1Cl)NCC1CCCO1 (stereo unspecified),x,-1.3%
O=C(COC(=O)c1cc(-c2cccc3ccccc23)nc2ccccc12)NC1CCS(=O)(=O)C1 (stereo unspecified),6,0.8%
O=C(COC(=O)/C=C/c1cnc2ccccc2n1)NCC(F)(F)F,-6,0.2%
CCOC(=O)COc1cc2oc(=O)cc(C)c2cc1[N+](=O)[O-],-2,-1.5%
CCOC(=O)CCC(NC(=O)CCCCC(=O)NC(CCC(=O)OCC)C(=O)OCC)C(=O)OCC (stereo unspecified),-11,1.7%
C=CCNC(=S)NNC(=O)c1csc(C)c1C,-6,1.4%
Cc1cccc2sc(N(CCCN(C)C)C(=O)COc3ccc(Cl)cc3)nc12,8,-12%
Fc1ccc2c(c1)/C(=N/Nc1ccccn1)CCS2,x,-3.9%
O=C(CSc1nnc(Cc2cc(=O)[nH]c(=O)[nH]2)n1-c1ccccc1)N1CCCC1,x,0.3%
O=C(O)/C=C\c1ccccc1Oc1ccc(F)cc1,6,-0.8%
CCn1cc(C(=O)O)c(=O)c2cnc(N3CCN(C(=S)Nc4ccccc4Cl)CC3)nc21,-9,-1.1%
O=c1c2cccc(Cl)c2nc2n1Cc1ccccc1-2,x,4.7%

# In the list so far, 4 have a CF3 group:
SMILES,RmlCD inh 1536,M. tuberculosis GlmU
FC(F)(F)c1ccc(Cl)c(NC(=S)NC2CC2)c1,x,8.9%
CCOC(=O)CNc1ncc(C(F)(F)F)cc1Cl,-8,5.8%
O=C(CSc1nc(-c2ccco2)cc(C(F)(F)F)n1)NCCCn1ccnc1,7,3.0%
O=C(COC(=O)/C=C/c1cnc2ccccc2n1)NCC(F)(F)F,-6,0.2%
